Yfh1-depleted yeast – mitochondrial function rescue without frataxin homolog – Friedreich's ataxia, plus single-dose screen, dose response (AID 1465). S. cerevisiae Yfh1-off respiration, WST-1 reduction, 72 h; higher fold induction means a stronger effect. one-dose fold induction at 50 µM; EC50 in µM for titrated hits. actives 0.074% (n = 220,000);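 active = fold induction of absorbance versus untreated yeast above a set limit, then at least 30% activation at any dose in follow-up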;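 also: activators that raise dye reduction in frataxin-depleted yeast; strong numbers were not always called active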
Calls only; i = inactive.

SMILES | Yfh1-depleted yeast
CC(C)(C)c1nc2c(s1)CCc1onc(-c3ccc(Br)cc3)c1-2 | i
C=CCOC(=O)C1=C[C@@H](c2csc3ccccc23)C[C@@H](OCCCCO)O1 | i
O=C(Nc1ccccc1)[C@@H]1CC=C[C@@H]2CCN(Cc3ccccc3)C(=O)[C@@H]21 | i
Nc1nc2n[nH]nc2c(=O)[nH]1 | i
Cc1ccc(C2=NOC(C)(c3nnc(Cc4ccccc4)o3)C2)cc1 (centres undefined) | i
COC(=O)C1=C(C(=O)OC)[C@@H]2N(C)c3ccc(OC)cc3[C@@]23C[C@@H](C(=O)OC)N(C(=O)c2ccco2)C3=N1 | i
CC(C)C[C@H]1COCCS(=O)(=O)N1Cc1cccc(C(F)(F)F)c1 | i
NCC1CCC(C(=O)Oc2ccc(CCC(=O)O)cc2)CC1 (centres undefined) | i
COc1ccc(C2NC(=O)N(CCCC(=O)O)C(C)=C2C(=O)OCc2ccccc2)cc1 (centres undefined) | i
CCOC(=O)c1ccc(OC(=O)CCCCCN=C(N)N)cc1 | i
O=C(Nc1ccccc1)C1=C[C@H](c2ccc(C(F)(F)F)cc2)C[C@H](OCCCCO)O1 | i
CN(CCCN1c2ccccc2CCc2ccccc21)CC(=O)c1ccc(Cl)cc1 | i
COC(=O)N[C@H](c1ccccc1)[C@@]1(C)C[C@@H]1[C@@H](C)C(=O)Nc1ccc2ccccc2c1 | i
C[C@@H]1CCC[C@@]2(O[C@@H](CCO)C[C@@H](O)[C@@H]2O)O1 | i
CCCC/C=C/C(NC(=O)c1ccc(C(=O)OC)cc1)c1ccccc1 (centres undefined) | i
CCC/C=C(\CCC)C(NC(=O)c1ccc(C(=O)OC)cc1)c1ccc(C(=O)OC)cc1 (centres undefined) | i
CC(=O)OC1C([N+]2(C)CCCCC2)C[C@H]2C3CC[C@H]4C[C@H](OC(C)=O)C([N+]5(C)CCCCC5)CC4(C)[C@H]3CCC12C (some centres undefined) | i
Nc1ccc(O)cc1 | i
CCOC(=O)c1sc(SCc2ccccc2)c2c1CC(C)(C)CC2=O | i
CC1=C(C(=O)OCc2ccccc2)C(c2ccccc2OS(=O)(=O)c2ccccc2[N+](=O)[O-])NC(=O)N1CCCC(=O)O (centres undefined) | i
O=C(NCc1ccccc1)c1onc(CSc2ccncc2)c1C(=O)NCc1ccccc1 | i
COC(=O)[C@@H]1C[C@]2(Br)c3ccccc3N(S(=O)(=O)c3ccccc3)[C@@H]2N1C(=O)OC | i
CC(C)(C)[C@H]1C=C(C(=O)Nc2ccccc2)O[C@@H](OCCCCO)C1 | i
O=C1c2ccccc2S(=O)(=O)c2cc(C(=O)N3CCN(c4ccc(Cl)cn4)CC3)ccc21 | i
COCCNC(=O)C1(C(F)(F)F)CC(CCCO)CCCO1 (centres undefined) | i
Cc1nnc(SCCN2C(=O)c3ccccc3C2=O)nc1C | i
Cc1nc(-c2ccccc2)sc1C1(C)CC(c2cccc(F)c2)=NO1 (centres undefined) | i
CCOC(=O)C[C@H]1c2cc(F)ccc2S(=O)(=O)N1c1cccc(OC)c1 | i
CC1(C)CC[C@]2(CO)[C@@H](O)C[C@]3(C)C(=CCC4[C@@]5(C)CC[C@H](O)C(C)(C)C5CC[C@]43C)[C@@H]2C1 (some centres undefined) | i
COC(=O)C1=C[C@@H](C(=O)OC)[C@@H]2C3=C(C(=O)[C@@]2(C)NC(=O)c2ccccc2)[C@H](c2ccccc2)n2c(=O)n(-c4ccccc4)c(=O)n2[C@@H]3C1 | i
CC(C)[C@H]1COCCS(=O)(=O)N1Cc1ccccc1F | i
CC1(C)c2[nH]c3ccccc3c2C[C@@H]2C(=O)N(Cc3ccco3)C(=O)N21 | i
CC(C)(C)OC(=O)NCCCC1=CC2=CC(=O)C(C)(OC(=O)C3CCCC3)C(=O)C2=CO1 (centres undefined) | i
COC(=O)CCC(=O)OC1(C)C(=O)C2=CN(c3ccccc3)C(c3ccc(OC)cc3)=CC2=C(Br)C1=O (centres undefined) | i
COC(=O)CCC(=O)OC1(C)C(=O)C2=CN(Cc3ccc4c(c3)OCO4)C(c3ccc(OC)cc3)=CC2=C(Br)C1=O (centres undefined) | i
C/C=C1\COC(C(=O)NCCCN2CCCC2=O)(C(F)(F)F)C=C1C=C(C)C (centres undefined) | i

Reformatted with tabs: 4 of the compounds above.
Molecule	Yfh1-depleted yeast
COc1ccc(C2NC(=O)N(CCCC(=O)O)C(C)=C2C(=O)OCc2ccccc2)cc1 (centres undefined)	i
CCOC(=O)c1ccc(OC(=O)CCCCCN=C(N)N)cc1	i
O=C(Nc1ccccc1)C1=C[C@H](c2ccc(C(F)(F)F)cc2)C[C@H](OCCCCO)O1	i
CN(CCCN1c2ccccc2CCc2ccccc21)CC(=O)c1ccc(Cl)cc1	i

The results go on.
SMILES | Yfh1-depleted yeast
CC(=O)O[C@@H]1[C@@H](O)[C@@H](O)[C@H](Oc2c(-c3ccc(O)cc3)oc3c(CC=C(C)C)c(O)cc(O)c3c2=O)O[C@H]1C | i
Cc1ccc(CNC(=O)C2CC(c3ccccc3C(F)(F)F)=NO2)o1 (centres undefined) | i
CC(Nc1nc(-c2ccc(F)cc2)cs1)c1nc2cc(Cl)c(Cl)cc2n1CCOCCO (centres undefined) | i
COc1ccccc1CN1[C@@H](CC(=O)O)c2cc(F)ccc2S1(=O)=O | i
CC1(OC(=O)CCc2ccccc2)C(=O)C=C2C=C(C3CC3)OC=C2C1=O (centres undefined) | i
C=CC[C@]12C=C(OC)C(=O)C(OC)=C1O[C@@H](c1ccc3c(c1)OCO3)[C@H]2C | i
COC(=O)CCC(=O)OC1(C)C(=O)C2=CN(Cc3ccc(OC)cc3)C(c3ccc(OC)cc3)=CC2=C(Br)C1=O (centres undefined) | i
OCCCn1c(C2CCCN2c2nc(-c3ccc(F)cc3)cs2)nc2cc(Cl)c(Cl)cc21 (centres undefined) | i
OCC[C@H]1C[C@H](O)[C@@H](O)[C@]2(CCCO2)O1 | i
C[C@H]1C=C(C(=O)NCc2nc3ccccc3[nH]2)O[C@@H](OCCCCO)C1 | i
O=C(NCC1CC1)C1(C(F)(F)F)C/C(=C\Cc2ccccc2)CCCO1 (centres undefined) | i
CC1=C(CC[C@@H](C)CO)OC2CC3C4CCC5CC(O)CCC5(C)C4CC(=O)C3(C)C12 (some centres undefined) | i
COC(=O)c1c(-c2ccsc2)oc2ccc(-c3cc(OC)c(OC)c(OC)c3)cc12 | i
Cn1c(N)c(C(=O)Nc2ccccc2)c(=O)[nH]c1=O | i
CC(C)CNC(=O)C1Nc2ccccc2C2C=CCC12 (centres undefined) | i
COC(=O)c1ccc([C@H](NC(=O)c2ccco2)[C@]2(C)C[C@H]2C2CCCCC2)cc1 | i
COc1ccc2[nH]c(=O)c(-c3nnn(-c4ccc(Cl)c(Cl)c4)n3)cc2c1 | i
Cc1cccc(Nc2nc(NCCO)nc(N3CCCC3)n2)c1 | i
OCC[C@H]1C[C@@H](O)[C@H](O)[C@@]2(CCCO2)O1 | i
CCOC(=O)/C=C/c1ccc(C(F)(F)F)cc1S(=O)(=O)NC(C)(C)C | i
CCOC(=O)C1=C(C)N(CCCC(=O)O)C(=O)NC1c1cccs1 (centres undefined) | i
Cn1c(NCCN(CCO)CCCc2ccc([N+](=O)[O-])cc2)cc(=O)n(C)c1=O | i
COc1cccc(OC)c1OCCNCC1CSc2ccccc2O1 (centres undefined) | i
CCOC(=O)CCc1cnccc1-c1cccc(OC)c1O | i
CC1(OC(=O)C2CCCC2)C(=O)C=C2C=C3CCCN3C=C2C1=O (centres undefined) | i
OCCOCCn1c(C(CO)Nc2nc(-c3cccc(Br)c3)cs2)nc2ccccc21 (centres undefined) | i
C[C@@H]1CC[C@@]2(O[C@@H](CCO)C[C@H](O)[C@H]2O)O1 | i
CNC(CC(C)C)C(=O)NC1C(=O)NC(CC(N)=O)C(=O)NC2C(=O)NC3C(=O)NC(C(=O)NC(C(=O)O)c4cc(O)cc(O)c4-c4cc3ccc4O)C(O)c3ccc(c(Cl)c3)Oc3cc2cc(c3OC2OC(CO)C(O)C(O)C2OC2CC(C)(N)C(O)C(C)O2)Oc2ccc(cc2Cl)C1O (centres undefined) | i
COC(=O)[C@H]1[C@@H](C)N(Cc2ccccc2)C(=O)N[C@H]1c1ccccc1 | i
O=C(O)c1ccc(-c2noc(-c3ccc(F)cc3)n2)cc1 | i
CCOC(=O)O[C@]1(C(=O)OCCl)CC[C@H]2[C@@H]3CCC4=CC(=O)C=C[C@]4(C)[C@H]3[C@@H](O)C[C@@]21C | i
O=C(NCc1ccccc1)c1onc(CSc2ccc(F)cc2)c1C(=O)NCc1ccccc1 | i
CC1(C)CC(=O)C=C(c2ccc3[nH]ccc3c2)C1 | i
O=C1CC2(CCCCC2)Oc2ccc(Cl)cc21 | i
O=c1cc(-c2ccc(O)cc2)oc2cc(O)cc(O)c12 | i
COc1cccc(SCc2noc(C(=O)NCCCN3CCOCC3)c2C(=O)NCCCN2CCOCC2)c1 | i
CCCCCC[C@@H]([C@@H](C)O)n1cnc2c(N)ncnc21 | i
Cc1ccccc1CN1[C@@H](Cc2ccccc2)COCCS1(=O)=O | i
C[C@]1(C2CCCC2)Cc2cc(OCC(=O)O)c(Cl)c(Cl)c2C1=O | i
CCCC[C@@H]1C[C@H]1[C@@H](NC(=O)c1ccco1)c1ccc(C(=O)OC)cc1 | i
COC(=O)C1=C(C)N(Cc2ccco2)C(=O)N[C@@H]1c1ccc(Br)cc1 | i
CC1(C(=O)NCCCNc2ncc(C(F)(F)F)cc2Cl)C=CC2(CCCCC2)N1C(=O)c1ccccc1 (centres undefined) | i
O=C(NCCc1ccccc1)[C@@H]1CC=C[C@@H]2CCN(Cc3ccccc3)C(=O)[C@@H]21 | i
COC/C=C/C1=CC2=CC(=O)C(C)(OC(=O)c3cnc4ccccc4n3)C(=O)C2=CN1c1cccc(C#N)c1 (centres undefined) | i
CNC(=O)[C@@]1(Cc2ccccc2)C=C[C@@H](C)N1C(C)=O | i
CCc1nnc(SCc2ccc([N+](=O)[O-])cc2)nc1CC | i
C[N+](C)(C)C[C@H](O)CC(=O)O | i
CCC(C)CCCCCCCCCCC(=O)O (centres undefined) | i
O=c1[nH]c(N2CCOCC2)cc2ccccc12 | i
CC1(C)CC[C@]2(C(=O)O)CC[C@]3(C)C(=CCC4[C@@]5(C)CC[C@H](O)C(C)(C)C5[C@H](O)C[C@]43C)[C@@H]2C1 (some centres undefined) | i
CC(C)CC(CO)N1CCN(C(=O)c2ccc(Cl)c(Cl)c2)CCC1=O (centres undefined) | i
O=C1c2cccc3c2[C@H](CCC3)CN1[C@@H]1CN2CCC1CC2 | i
N#C[C@H]1C2OC2c2ccccc2N1C(=O)c1ccccc1 (some centres undefined) | i
CCCNC(=O)C1(CC2CC(c3ccccc3)=NO2)CCNCC1 (centres undefined) | i
COC(=O)c1ccc2ccccc2n1 | i
CCCCC1=CC2=CC(=O)C(C)(OC(=O)CC)C(=O)C2=CO1 (centres undefined) | i
CC(C)(C)CN1C(N)=NC[C@@H]1Cc1ccccc1 | i
COc1ccc(-c2ccc3oc(-c4ccc(OC)cc4)c(C#CCCO)c3c2)cc1 | i
CCC(C)c1nc2ccsc2c(N2CCOC2=O)c1-c1ccccc1 (centres undefined) | i
Cc1cc(C)cc(SCc2noc(C(=O)NCC3CC3)c2C(=O)NCC2CC2)c1 | i

Reprinted at random: three entries already listed
SMILES | Yfh1-depleted yeast
CC(=O)OC1C([N+]2(C)CCCCC2)C[C@H]2C3CC[C@H]4C[C@H](OC(C)=O)C([N+]5(C)CCCCC5)CC4(C)[C@H]3CCC12C (some centres undefined) | i
COC(=O)CCC(=O)OC1(C)C(=O)C2=CN(c3ccccc3)C(c3ccc(OC)cc3)=CC2=C(Br)C1=O (centres undefined) | i
CCOC(=O)C[C@H]1c2cc(F)ccc2S(=O)(=O)N1c1cccc(OC)c1 | i

Continuation.
SMILES | Yfh1-depleted yeast
COC(C[C@H]1O[C@@H]1C(=O)COCc1ccccc1)OC | i
COc1ccccc1Nc1nc(N2CCCC2)nc(N2CCOCC2)n1 | i
CCCNC(=O)C1(CC2CC(c3ccccc3)=NO2)CCN(C(=O)c2cc(OCC)c(OCC)c(OCC)c2)CC1 (centres undefined) | i
C[C@H]1CCC[C@]2(O[C@H](CCO)C[C@@H](O)[C@@H]2O)O1 | i
O=C(Nc1ccc(Cl)c(C(F)(F)F)c1)[C@@H]1CC=C[C@@H]2CCN(Cc3ccc(Cl)c(Cl)c3)C(=O)[C@@H]21 | i
CC(O)(CC(=O)O)CC(=O)O | i
CN1CCN(C(=O)C2=C[C@H](c3ccc(C(F)(F)F)cc3)C[C@H](OCCCCO)O2)CC1 | i
COCCN1C(=O)N[C@@H](c2ccco2)C(C(=O)OC)=C1C | i
C=CC1=C(C(=O)O)N2C(=O)[C@@H](NC(=O)/C(=N/OCC(=O)O)c3csc(N)n3)[C@H]2SC1 | i
COC/C=C/C1=CC2=CC(=O)C(C)(OC(=O)c3cnc4ccccc4n3)C(=O)C2=CN1CCc1c[nH]c2ccccc12 (centres undefined) | i
Cc1nc(-c2ccc(Cl)cc2)sc1C1(C)CC(c2ccccc2Br)=NO1 (centres undefined) | i

Reformatted: entries from further up.
canonical_smiles: CCCNC(=O)C1(CC2CC(c3ccccc3)=NO2)CCN(C(=O)c2cc(OCC)c(OCC)c(OCC)c2)CC1 (centres undefined)
  Yfh1-depleted yeast = i

canonical_smiles: C[C@H]1CCC[C@]2(O[C@H](CCO)C[C@@H](O)[C@@H]2O)O1
  Yfh1-depleted yeast = i

canonical_smiles: O=C(Nc1ccc(Cl)c(C(F)(F)F)c1)[C@@H]1CC=C[C@@H]2CCN(Cc3ccc(Cl)c(Cl)c3)C(=O)[C@@H]21
  Yfh1-depleted yeast = i

canonical_smiles: CC(O)(CC(=O)O)CC(=O)O
  Yfh1-depleted yeast = i

From PubChem BioAssay

These rows are one share of the data; count on the stated rates, not on these rows.
